Screening results as filed in PubChem BioAssay.
NCF1 inh – inhibitors of human p47phox binding; P14598; p47phox/p22phox peptide binding, fluorescence polarization, 2 h; inhibition, % at 24.7 µM; hit rate 0.53% among 220,000;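 further: 0% = p47phox with labelled peptide and 100% = labelled peptide alone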
Target sequence (P14598 whole entry, looked up): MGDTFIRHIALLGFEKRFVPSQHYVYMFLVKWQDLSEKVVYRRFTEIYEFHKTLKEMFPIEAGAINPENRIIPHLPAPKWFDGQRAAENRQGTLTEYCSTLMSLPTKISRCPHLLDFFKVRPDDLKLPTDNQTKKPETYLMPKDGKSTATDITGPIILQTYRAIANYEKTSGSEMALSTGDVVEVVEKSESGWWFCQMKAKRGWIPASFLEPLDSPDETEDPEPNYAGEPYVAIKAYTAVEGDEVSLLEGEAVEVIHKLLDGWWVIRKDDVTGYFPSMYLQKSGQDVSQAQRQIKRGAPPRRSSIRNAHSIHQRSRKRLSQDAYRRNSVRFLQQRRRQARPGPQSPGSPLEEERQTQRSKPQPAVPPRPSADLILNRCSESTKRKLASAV
Thrombin inh – thrombin (human) inhibition; P00734; alpha-thrombin, Boc-VPR-AMC fluorogenic substrate cleavage; inhibition, % at 5 µM; hit rate 0.26% among 220,000; AID 1046;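 active means inhibition at or above 40%; inactive means inhibition below 40%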;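 further: 0% = enzyme with no compound and 100% = wells without enzyme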
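System: Human alpha-thrombin protein | Medium: pH 7.5 Tris (50 mM) with NaCl 150 mM, Tween 20 0.05% | Times: Enzyme reaction carried out at room temperature | Detection: AMC fluorescence, 355/460 nm | Evaluation: Percent inhibition scaled between no-compound controls and no-enzyme blanks | Benchmarks: Enzyme without compound as high, wells lacking enzyme as low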
Rad51 HR inh – blocks human Rad51 in homologous recombination | inhibition, % at 10 µM | hRad51 DNA strand exchange, fluorescence dequenching | Q06609 | hit rate 0.085% among 200,000 | AID 1385;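 active means inhibition above 40% at the single screening dose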;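 further: 0% = DMSO control wells and 100% = blanks with heterologous ssDNA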
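Assay system: Human Rad51 nucleoprotein filaments preassembled on unlabelled ssDNA | Reagent: Donor/quencher-labelled 47-bp dsDNA substrate | Doses: One concentration, 10 µM final | Times: 37 °C 15-min filament assembly, 30-min compound preincubation, 15-min exchange | Technique: Fluorescein emission 520 nm, excitation 485 nm | Benchmarks: Plate control and blank wells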
14-3-3 Bad inh – disrupts binding of bovine 14-3-3 zeta to phospho-Bad peptide. TR-FRET 14-3-3zeta/Dy647-pBad peptide displacement, 1 h. inhibition, % at 21.7 µM. hit rate 0.71% among 220,000. AID 781;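 active means inhibition above about 70%, limit read from the data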;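 further: 0% = full 14-3-3 plus peptide FRET controls and 100% = background without 14-3-3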
hK5 inh – blocks human kallikrein 5 protease activity | Q9Y337 | recombinant hK5, fluorogenic AMC substrate cleavage | inhibition, % at 5 µM | hit rate 0.59% among 210,000 | AID 873;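 active means inhibition of 40% or more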;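 further: 0% = enzyme controls without compound and 100% = no-enzyme blanks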
Furin inh – inhibitors of human furin. hit rate 0.061% among 220,000. P09958. AID 463115. inhibition, % at 30 µM. purified furin, fluorogenic substrate cleavage; in the data active means inhibition above about 25%; further: inactives centre near -15
Target sequence (P09958 108-714 limits assumed): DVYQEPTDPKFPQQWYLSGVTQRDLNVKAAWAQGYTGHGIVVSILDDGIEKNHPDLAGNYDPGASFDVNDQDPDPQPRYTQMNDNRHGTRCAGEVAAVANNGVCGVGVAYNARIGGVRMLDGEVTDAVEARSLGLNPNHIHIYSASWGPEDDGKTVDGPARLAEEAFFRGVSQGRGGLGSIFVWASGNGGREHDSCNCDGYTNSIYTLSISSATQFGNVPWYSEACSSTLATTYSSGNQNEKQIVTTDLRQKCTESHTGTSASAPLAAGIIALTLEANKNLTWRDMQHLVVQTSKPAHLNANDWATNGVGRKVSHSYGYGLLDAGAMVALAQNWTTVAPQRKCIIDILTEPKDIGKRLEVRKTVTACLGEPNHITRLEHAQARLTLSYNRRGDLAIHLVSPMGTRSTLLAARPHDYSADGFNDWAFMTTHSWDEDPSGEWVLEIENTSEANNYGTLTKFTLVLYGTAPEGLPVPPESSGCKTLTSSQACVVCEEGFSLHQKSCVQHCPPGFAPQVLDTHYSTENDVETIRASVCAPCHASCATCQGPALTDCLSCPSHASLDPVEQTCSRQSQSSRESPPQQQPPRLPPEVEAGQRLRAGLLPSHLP
Cl transport mod – modulators of human KCC2 chloride dependent transport | KCC2 cells, thallium flux FluoZin-2 fluorescence | Q9H2X9 | AID 1456 | B-score of Tl+ flux slope (higher = more flux/activation; lower = inhibition) at 10 µM | hit rate 2.2% among 190,000;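 active means thallium flux slope and its plate-corrected score both differing from the plate sample mean at a set confidence after two filtering rounds, in either direction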;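 further: slope of fluorescence scaled to starting intensity during 10 to 20 s after thallium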
EBV gp42 block – inhibitors of Epstein-Barr virus glycoprotein 42 | inhibition, % (tested at 21.74 µM) | AID 1085 | Q1HVG2 | hit rate 0.42% among 220,000 | Fluorescence polarization binding assay, mP read-out; in the data active means inhibition above about 50%
eIF4E-4G inh – blocks eIF4E binding to eIF4G; P63073+Q04637; hit rate 0.37% among 220,000; inhibition, % at 21.7 µM; AID 782; TR-FRET eIF4E-eIF4GI(517-606) binding, 2 h;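 further: 0% = full FRET control wells and 100% = background wells lacking eIF4GI fragment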
Active calls of the source: *; / = not tested or not shown; [ ] = dose if it differs, or a comment.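 How the source made its calls, unless noted: active means inhibition above about 30% (limit read from the data); inactive means the rest.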

NCF1 inh	mol	Thrombin inh	Rad51 HR inh	14-3-3 Bad inh	hK5 inh	Furin inh	Cl transport mod	EBV gp42 block	eIF4E-4G inh
-7	O=C(NCCNc1ccc([N+](=O)[O-])cc1C(F)(F)F)c1ccccc1	-5	0	11	-2	-6	-0.91	-16	0
-10	Cc1ccc(OCc2nnc(SCC(=O)Nc3sc(C)c(C)c3C#N)n2C)cc1	-2	-1	4	-6	-25	-0.041	-8	-10[fluorescence artefact?]
-7	CN(C)CCC(O)c1ccccc1 (stereo unspecified)	-1	13	4	2	-29	0.059	-9	1
-9	Cc1nc2ccccc2c(-c2ccccc2)c1C(=O)c1ccccc1	-2	5	3	-10	-12[20 µM]	-1.4	-26	1
-23	CN1/C(=C\C(=O)c2cccc(S(=O)(=O)N3CCCCC3)c2)C(C)(C)c2ccccc21	-10	4	0	-16	-5	-1.9	-5	-5
-20	CCc1ccc(N(CC)c2ncnc3nc[nH]c23)cc1	-4	1	6[fluorescence artefact?]	-10	-14	-1.1	-4	3
-7	Fc1cccc(NC(=S)NCC(c2cccnc2)N2CCOCC2)c1 (stereo unspecified)	-2	7	-8	14	-19	-0.041	-11	1
-1	CCN1CC(CNCc2cn(-c3ccc(OC)cc3)nc2-c2ccccc2Cl)CC1=O (stereo unspecified)	1	5	-6	/	-32	/	-3	1
1	CN(C)c1nc(SCc2ccc(Cl)cc2)nc2c1CCCC2	-3	3	-2	3	-28[20 µM]	/	1	-2
2	CC(=O)c1ccc(N2CCN(C(=O)c3ccc4ccccc4n3)CC2)cc1	-3	8	-10	-2	-16	-0.055	0	2
-27	c1ccc(Nc2nc(-c3ccncc3)cs2)cc1	-2	-3	-7	-8	-13[20 µM]	-0.98	-5	2
-8	Cc1cccc(-n2c3nc(=O)[nH]c(=O)c-3cc3c(C)nn(-c4ccccc4)c32)c1C	-8	6	18[fluorescence artefact?]	-133	-94	-0.072	-8	10
-16	O=S(=O)(N=S(N1CCCCC1)N1CCCCC1)c1ccccc1	2	-3	6[fluorescence artefact?]	-13	-35	-4	-13	3[fluorescence artefact?]
-8	C(=N/N1CCN(c2ccccc2)CC1)/c1cccs1	0	-6	-2	4	-24[20 µM]	0.45	4	5
-6	CC(=O)NC(C)c1nc2ccccc2n1CC(=O)NC(C)CCc1ccccc1 (stereo unspecified)	-5	7	-2	0	-23	0.92	-17	-1

Exported with values ahead of the structure: part of the list above.
NCF1 inh	Thrombin inh	Rad51 HR inh	14-3-3 Bad inh	hK5 inh	Furin inh	Cl transport mod	EBV gp42 block	eIF4E-4G inh	structure
-7	-5	0	11	-2	-6	-0.91	-16	0	O=C(NCCNc1ccc([N+](=O)[O-])cc1C(F)(F)F)c1ccccc1
-10	-2	-1	4	-6	-25	-0.041	-8	-10[fluorescence artefact?]	Cc1ccc(OCc2nnc(SCC(=O)Nc3sc(C)c(C)c3C#N)n2C)cc1

(list continues)
NCF1 inh	mol	Thrombin inh	Rad51 HR inh	14-3-3 Bad inh	hK5 inh	Furin inh	Cl transport mod	EBV gp42 block	eIF4E-4G inh
0	CCOc1cc(C(=O)CCC(=O)OCC(=O)NC(=O)NCC(C)C)ccc1O	-5	/	3	-4	-15	-0.79	-8	-9
17	CC(=O)N1CCC2(CC1)NC(=O)N(c1ccccc1)N2	-8	5	-10	-3	-30	0.41	-15	0
-3	O=[N+]([O-])c1cc(/C=N/Nc2nc(N3CCOCC3)nc(N3CCOCC3)n2)ccc1Cl	-3	-2	0[fluorescence artefact?]	-10	-15	0.22	-21	-2
-9	Cc1ccc(S(=O)(=O)N2CCCCC2)cc1NC(=O)c1ccc2c(=O)n3c(nc2c1)CCCCC3	-8	13	6	-5	3	-0.94	10	-9[fluorescence artefact?]
-15	Cc1ccccc1OCC(O)CN (stereo unspecified)	-6	-1	5	1	-16	-0.36	-26	-1[fluorescence artefact?]
3	CCCS(=O)(=O)N1CCN(C2Cc3ccccc3C2)CC1	1	/	19	5	-8	0.94	-20	-5
0	Cc1ccc(/C=N\NC(=O)c2cncc(Br)c2)o1	-5	0	-10[fluorescence artefact?]	-14	-8	/	-9	1
-12	CCCOC(=O)Cn1c(=O)c2cc3c(=O)n(CC(=O)OCCC)c(=O)c3cc2c1=O	2	4	4	-24	-19	1.9	-14	-6
0	CCOC(=O)C1CCCN(C(=O)c2cn(C)c3ccc(S(=O)(=O)N4CCCC4)cc3c2=O)C1 (stereo unspecified)	-2	-1	-1	2	-14	0.37	-17	-2
-14	S=c1nc[nH]c2c1sc1nc(N3CCOCC3)c3c(c12)CCCC3	-5	3	-9	-15	-7	67*	11	1
-19	O=C(NNC1=Nc2cccc3cccc1c23)c1ccccc1Br	-14	-12	2	-37	-20	0.99	-5	-5
-4	CCOc1ccc(C(=O)NCC(c2cccs2)N(C)C)cc1 (stereo unspecified)	4	/	-7	-2	-33	0.052	-3	-3
8	Cc1cn(-c2cc(C(=O)Nc3ccc(C)c(NC(=O)N4CCNC4=O)c3)cc(C(F)(F)F)c2)cn1	-3	-1	19	2	-9	0.35	-7	-1
-5	CCOC(=O)c1sc(NC(=O)CSC(=S)N2CCOCC2)nc1C	0	-21	-4	3	-12	-1.4	-12	3
-4	Cc1cc(-c2ccccc2)c2c3c(cn2n1)c(=O)n(C)c(=O)n3C	-2	-2	-1	-2	-22[20 µM]	4.3	2	1[fluorescence artefact?]
-4	CC(=O)c1c(C)[nH]c(=S)c(C#N)c1-c1ccc(F)cc1	1	-3	0	5	-9	0.025	-10	0
-3	COc1cc(C2C(C#N)=C(C)NC3=C2C(=O)CC(C)(C)C3)ccc1O (stereo unspecified)	-5	-4	-3	1	-23[20 µM]	-0.11	4	3
2	COc1ccc(NC(=O)CCC(=O)N/N=C/c2ccc([N+](=O)[O-])s2)cc1	20	2	-1[fluorescence artefact?]	2	-4	0.49	14	5
-7	COc1cccc(C(=O)Nc2nnc(C3CCCO3)s2)c1 (stereo unspecified)	4	-6	1	-5	-5[20 µM]	-2.2	-29	-3
3	CC(=O)Nc1ccc(NC(=O)C(Cc2ccccc2)NC(=O)C2CCCCC2)cc1 (stereo unspecified)	-2	-28	-2	-8	-34	-0.093	-10	8[fluorescence artefact?]
-2	Cc1noc(NS(=O)(=O)c2ccc(NC(=O)c3cnc4n(c3=O)CCS4)cc2)c1C	-1	5	-5	-1	-16[20 µM]	/	-9	4
8	CCCC(=O)N(c1ccc(F)cc1)C1C=CS(=O)(=O)C1 (stereo unspecified)	9	4	1[fluorescence artefact?]	-4	-13	-0.084	-31	7[fluorescence artefact?]
-7	Cc1ccccc1-c1nn(-c2ccc(F)cc2F)cc1CNCCCO	-17	16	-10	-1	-25	-0.072	10	0
-2	CCOc1ccc(Oc2ccc(S(=O)(=O)N3CCOCC3)cc2N)cc1	-12	1	2	-3	-20	0.38	8	-2
-11	O=C(NCCC1=CCCCC1)c1cnsn1	-1	2	-7	-3	-24[20 µM]	/	-14	-2
-16	Cc1ccc(S(=O)(=O)Nc2ccc(-c3csc(-c4ccccc4)n3)cc2)cc1	-5	/	6	-26	-20	0.22	-9	3
-2	C#CCSc1nnnn1-c1ccc(Br)c(C)c1	2	-8	1	3	-27	-1.8	-9	5
-12	N#Cc1ccc(C(=O)OCC(=O)Nc2ccc(S(N)(=O)=O)cc2)cc1	3	2	-2	4	-25	2.2	-14	4
-9	CCOC(=O)CN(Cc1sccc1C)C(=O)Nc1ccc(OCC)cc1	-3	1	-7	-5	-24	-0.23	-5	-2[fluorescence artefact?]
-71	CCOC(=O)c1c(C)[nH]c(C(=O)OC/C(O)=C(\C#N)c2nc3ccccc3[nH]2)c1C	1	-6	5[fluorescence artefact?]	-13	-21	/	-27	-8[fluorescence artefact?]

Some entries already given, reduced to Thrombin inh and Furin inh.
Molecule,Thrombin inh,Furin inh
O=C(NCCNc1ccc([N+](=O)[O-])cc1C(F)(F)F)c1ccccc1,-5,-6
CN(C)CCC(O)c1ccccc1 (stereo unspecified),-1,-29
CCOc1ccc(Oc2ccc(S(=O)(=O)N3CCOCC3)cc2N)cc1,-12,-20
O=[N+]([O-])c1cc(/C=N/Nc2nc(N3CCOCC3)nc(N3CCOCC3)n2)ccc1Cl,-3,-15
CCOC(=O)C1CCCN(C(=O)c2cn(C)c3ccc(S(=O)(=O)N4CCCC4)cc3c2=O)C1 (stereo unspecified),-2,-14

The list continues.
NCF1 inh	mol	Thrombin inh	Rad51 HR inh	14-3-3 Bad inh	hK5 inh	Furin inh	Cl transport mod	EBV gp42 block	eIF4E-4G inh
5	CCc1ccc(C(=O)COC(=O)c2cncc(Br)c2)cc1	2	7	-5	4	-26	0.32	-4	0
-3	Cc1ccc(S(=O)(=O)NCCC(=O)Nc2nnc(C)s2)cc1	-1	6	2	-8	-14[20 µM]	-0.77	-7	-6
-7	COc1ccc(CCN2C(=NC(=O)C(C)C)SC3CS(=O)(=O)CC32)cc1OC (stereo unspecified)	-7	21	-1	-3	-24	0.69	-14	1
0	O=C(O)c1ccccc1C(=O)NNc1ccc(F)cc1F	-6	-2	1	0	-17	-0.32	-2	2
-1	O=C(Nc1ccc(-c2nc3ccccc3[nH]2)cc1)C1CCCO1 (stereo unspecified)	-1	-2	4	-14	-12[20 µM]	/	-13	-5
-1	Cc1ccc2nc(-c3ccccn3)cc(C(=O)Nc3ccc4c(c3)OCO4)c2c1	7	-1	2	18	-6	0.37	2	5
1	O=C1SCCC1NC(=O)C(c1ccccc1)c1ccccc1 (stereo unspecified)	14	-5	-2	94*	-4	-0.49	-3	2
-24	COC(=O)c1cc2sc(Cl)cc2n1CC(=O)Nc1cccc(SC)c1	0	0	-2	-15	5	1.3	-10	-18
-11	CCc1nnc(NC(=O)c2cc(C)nc3ccccc23)s1	-8	-197	-19	-1	-18	-0.24	-8	1
10	CN(C)S(=O)(=O)c1cccc(NC(=S)N/N=C/C2CC=CCC2)c1 (stereo unspecified)	-12	-41	-4	-11	-11	0.014	-12	7
-3	COc1ccc(S(=O)(=O)N2CCN(c3ccccn3)CC2)cc1[N+](=O)[O-]	1	24	4	1	-15	0.022	-10	-3
-73	O=c1[nH]c(CN2CCN(S(=O)(=O)c3ccccc3C(F)(F)F)CC2)nc2sc3c(c12)CCCC3	3	/	-13[fluorescence artefact?]	-2	-18	0.23	-74	2
-3	CC1CCN(c2c(NCc3ccc(C(=O)N4CCN(C5CCCCC5)CC4)cc3)c(=O)c2=O)CC1	-1	/	-14	-6	-9	-1.4	-19	3[fluorescence artefact?]
